Source: PubChem BioAssay (several laboratories)
PP5 inh – blocks human protein phosphatase 5 activity. inhibition, % at 6.7 µM. purified PP5c, OMFP substrate fluorescence. AID 1987. P53041. 320,000 tested, 0.18% active;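 active = inhibition above the campaign's mean inhibition across all tested compounds plus 3 SD, cut at about 9.5% in these data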;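 also: 0% = DMSO only and 100% = 100 µM cantharidin control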
ZTA counter – blocks Epstein-Barr virus ZTA, an EBNA-1 counter-screen. P03206. 320,000 tested, 0.15% active. ZTA-DNA binding, fluorescence polarization. AID 2234. inhibition, % at 11 µM; in the data active = inhibition above about 33%
Target sequence (P03206 whole entry, looked up): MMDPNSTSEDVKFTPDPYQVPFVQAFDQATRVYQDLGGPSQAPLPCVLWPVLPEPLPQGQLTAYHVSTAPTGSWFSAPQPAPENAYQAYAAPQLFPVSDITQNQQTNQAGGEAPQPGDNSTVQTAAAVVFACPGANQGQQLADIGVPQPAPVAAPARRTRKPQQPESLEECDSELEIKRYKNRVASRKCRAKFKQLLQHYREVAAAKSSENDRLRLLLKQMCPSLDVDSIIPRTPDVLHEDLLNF
Fh CTSL1 inh – blocks F. hepatica cathepsin L1 in PFM18AAP counter-screen; AID 1906; inhibition, % at 5.96 µM; 300,000 tested, 0.49% active; recombinant F. hepatica cathepsin L1, Z-Leu-Arg-MCA fluorescence;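 active = inhibition above the mean of all tested compounds plus 3 SD, set per screening campaign, cut at about 17% in these data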;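 also: 0% = plate median of test compound wells and 100% = 1 µM Z-Phe-Ala-diazomethylketone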
PP1 counter – PP1-alpha (human) inhibition in PP5 counter-screen | P62136 | purified PP1alpha, OMFP fluorescence | inhibition, % at 6.7 µM | 320,000 tested, 0.9% active | AID 2235;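 active = inhibition above the mean inhibition of all tested compounds plus 3 SD, computed separately for each screening campaign, cut at about 15% in these data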
PREPL inh – human PREPL enzyme inhibition. recombinant PREPL, fluorescence polarization activity-based probe. inhibition, % at 5.96 µM. Q4J6C6. 320,000 tested, 0.68% active; in the data active = inhibition above about 43%;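 also: 0% = enzyme with DMSO and 100% = wells lacking enzyme; many of its hits are not listed in these tables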
Target sequence (Q4J6C6 whole entry, looked up): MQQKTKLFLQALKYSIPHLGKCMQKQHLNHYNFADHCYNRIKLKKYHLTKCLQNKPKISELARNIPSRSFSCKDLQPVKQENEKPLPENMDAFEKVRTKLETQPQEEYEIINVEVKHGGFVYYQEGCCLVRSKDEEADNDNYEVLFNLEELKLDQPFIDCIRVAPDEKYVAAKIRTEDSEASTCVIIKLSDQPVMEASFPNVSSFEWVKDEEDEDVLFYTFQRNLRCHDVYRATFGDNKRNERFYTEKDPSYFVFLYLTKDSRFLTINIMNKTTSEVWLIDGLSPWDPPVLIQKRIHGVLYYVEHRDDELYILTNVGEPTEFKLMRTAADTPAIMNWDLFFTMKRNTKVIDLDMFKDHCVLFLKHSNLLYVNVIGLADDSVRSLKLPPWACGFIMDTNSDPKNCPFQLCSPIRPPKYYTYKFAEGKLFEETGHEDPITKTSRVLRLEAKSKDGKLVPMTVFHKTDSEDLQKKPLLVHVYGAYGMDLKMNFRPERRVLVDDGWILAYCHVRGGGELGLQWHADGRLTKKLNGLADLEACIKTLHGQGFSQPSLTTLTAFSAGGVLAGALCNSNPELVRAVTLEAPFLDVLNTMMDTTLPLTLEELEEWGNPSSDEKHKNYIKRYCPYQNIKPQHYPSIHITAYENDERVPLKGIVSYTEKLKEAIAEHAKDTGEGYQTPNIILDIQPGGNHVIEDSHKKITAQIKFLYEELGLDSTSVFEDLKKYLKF
TPT1 inh – inhibitors of Candida albicans tRNA 2'-phosphotransferase TPT1; recombinant caTPT1, FP RNA substrate dephosphorylation; inhibition, % at 5 µM; 300,000 tested, 0.81% active;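 active = inhibition above the mean of all tested compounds plus 3 SD, set per screening campaign, cut at about 24% in these data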;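 also: plate controls were DMSO alone for no effect and ferristatin control at 100 nM for full effect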
Efflux pump mplx – inhibitors of Candida antifungal efflux pumps expressed in yeast; AID 485275; inhibition, % at 10 µM; S. cerevisiae Candida pump triplex, Nile Red efflux; 330,000 tested, 0.44% active;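 active = plate passing quality check with inhibition over a set limit, or well fluorescence over plate mean plus 4 SD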;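 also: Nile Red retained in pooled yeast measured as flow cytometry median fluorescence; 0% = buffer negative control and 100% = Enniatin B positive control; higher means more Nile Red kept so more efflux inhibition; some compounds called inactive have numbers as strong as hits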
HCV core dimer – blocks dimerization of HCV core protein; TR-FRET GST/Flag-core106 dimerization, 1536-well; 300,000 tested, 0.33% active; inhibition, % at 5 µM;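 active = inhibition above the mean of all tested compounds plus 3 SD, set per screening campaign, cut at about 45% in these data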
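System – GST-tagged and Flag-tagged HCV core protein residues 1-106 · Repeats – one well for each compound · Technique – TR-FRET 671 and 617 nm emission · Doses – one concentration, 5 µM, in 0.5% DMSO · Times – 4 h, 22.5 °C incubation · Also added – Eu donor and XL665 acceptor anti-tag antibodies · Measure – percent inhibition of core106 dimerization signal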
EBNA-1 inhibitor – blocks EBNA-1 binding to DNA; EBNA-1 DNA binding, fluorescence polarization; AID 1950; 300,000 tested, 0.34% active; inhibition, % at 14.8 µM; in the data active = inhibition above about 28%
An asterisk follows results filed as active; . = not tested or not shown.

SMILES	PP5 inh	ZTA counter	Fh CTSL1 inh	PP1 counter	PREPL inh	TPT1 inh	Efflux pump mplx	HCV core dimer	EBNA-1 inhibitor
CCCOc1ccc(C(=O)N2CCCC2C(=O)O)cc1 (centres undefined)	1.9	-13	-4	0	27	-1	0.3	6	-7
CCOC(=O)[C@@H]1[C@H]2COc3ccccc3[C@H]2N2C(=O)N(c3ccccc3)C(=O)[C@]12C	3.0	-8	-4	2	-77	-3	-0.1	-3	2
COc1ccc(Br)cc1CNC(=O)Cc1c(C(=O)O)[nH]c2ccc(Cl)cc12	0.3	11	5	4	-12	1	-0.2	10	6
S=c1[nH]nc(-c2cccc(Cl)c2)n1/N=C/c1ccc(-c2ccccc2Br)o1	-0.2	8	1	0	11	3	0.1	13	8
CCN1CCN(C(=O)C2CCN(c3nnc(-n4c(C)ccc4C)s3)CC2)CC1	2.8	-15	-3	-1	-3	-3	-0.2	3	1
COc1ccc(-c2cc3ccccc3oc2=O)cc1NC(=O)c1ccc(Br)o1	3.1	-5	3	5	5	-1	0.2	35	19
CCOc1ccccc1NC(=S)N1CCN(c2nc(-c3cccc(OC)c3)cs2)CC1	-2.2	-1	-4	4	9	2	0.3	13	-10
Nc1ncnc2c1nc(Br)n2[C@@H]1O[C@@H]2COP(=O)(O)O[C@H]2[C@H]1O	2.3	-6	7	-2	-8	1	0.0	-3	-3
Nc1ccc2nc3c(=O)[nH]c(=S)[nH]c3nc2c1	0.0	-12	10	42*	34	-100	1.0*	47*	-6
COc1ccc(S(=O)(=O)N/N=C\c2ccc(OC)c(COc3ccc(C)cc3[N+](=O)[O-])c2)cc1	4.0	-19	1	1	2	-6	-0.1	56*	2
COc1ccc(/C=N/NC(=O)c2cc[n+]([O-])cc2)cc1OC	2.5	-7	3	1	-9	-3	0.2	3	-14
Cc1ccc(OCCOCCN2CCCCC2)c([N+](=O)[O-])c1	-1.8	2	-2	0	10	-1	0.1	-9	-17
CCC1CCCCN1C(=O)Cn1c(=O)n(CCC(=O)NCc2ccco2)c(=O)c2sccc21 (centres undefined)	-3.5	10	-2	2	3	0	-0.1	0	7
CCOc1ccc(NC(=O)CSc2ccc(-c3ccccn3)nn2)cc1	-1.1	-2	2	-3	9	-3	0.4	-1	27
COc1ccc(NC(=S)N/C(=N/S(=O)(=O)c2ccc(C)cc2)c2ccccc2)cc1	-0.8	2	3	3	7	-5	-0.2	-4	-8
CN1CCN(c2ccc(Nc3ccnc4cc(Cl)ccc34)cc2)CC1	-3.7	-22	-3	2	19	-2	0.0	-6	-11
COc1ccc2oc(C(=O)OCC(=O)Nc3ccccc3)c(C)c2c1	0.3	5	-1	-3	0	1	0.6	17	7
CC(OC(=O)C12CC3CC(CC(O)(C3)C1)C2)C(N)=O (centres undefined)	2.8	-7	-1	1	-3	-4	-0.1	0	-8
COc1ccc(N2CCN(C(=O)c3cc4c(=O)n(Cc5ccccc5)ccc4nc3C)CC2)cc1	3.5	-3	-2	0	19	4	0.0	-11	0
COc1ccc(S(=O)(=O)N2CCCCC2)cc1NC(=O)C1CC1C (centres undefined)	-1.3	-5	.	-6	3	.	0.0	.	.
O=C(Cn1cnc2c(cnn2-c2ccccc2)c1=O)Nc1ccc(S(=O)(=O)N2CCOCC2)cc1	1.7	6	1	-1	8	-8	-0.1	0	8
CCOC(=O)C1=C(C)N(CCCCCC(=O)O)C(=O)NC1c1ccccc1Cl (centres undefined)	-4.6	0	-5	8	-5	0	0.2	-8	10
Cc1sc2nc(COC(=O)c3ccc(N4CCCC4)c([N+](=O)[O-])c3)[nH]c(=O)c2c1C	1.4	11	-2	5	2	69*	0.2	40	-10
COc1ccc(-c2nnn(CC(=O)N(CCCO)C(C(=O)NC3CCCC3)c3ccncc3)n2)cc1 (centres undefined)	0.8	0	-1	-2	7	-1	-0.1	0	3
CC(C)c1nc2sc3c(=O)[nH]cnc3c2c2c1CCC2	-0.1	6	3	3	-8	2	0.3	1	2

Reprinted at random: two compounds from above
SMILES	PP5 inh	ZTA counter	Fh CTSL1 inh	PP1 counter	PREPL inh	TPT1 inh	Efflux pump mplx	HCV core dimer	EBNA-1 inhibitor
COc1ccc2oc(C(=O)OCC(=O)Nc3ccccc3)c(C)c2c1	0.3	5	-1	-3	0	1	0.6	17	7
COc1ccc(/C=N/NC(=O)c2cc[n+]([O-])cc2)cc1OC	2.5	-7	3	1	-9	-3	0.2	3	-14

Next part.
SMILES	PP5 inh	ZTA counter	Fh CTSL1 inh	PP1 counter	PREPL inh	TPT1 inh	Efflux pump mplx	HCV core dimer	EBNA-1 inhibitor
O=C(N/N=C/c1ccc(O)cc1)c1ccncc1	-1.6	9	0	-2	0	2	-0.1	-4	15
Cn1c(-c2ccc(C(C)(C)C)cc2)n[nH]c1=S	1.4	5	-2	-4	-7	-1	-0.1	0	2
Cc1ccc(Nc2nc(N)nc(CN3CCC(C)CC3)n2)c(C)c1	-1.3	11	-1	-1	8	-4	-0.1	-2	6
CN(C)c1ccc(N=Nc2ccccc2Br)cc1	0.4	4	6	0	6	3	0.0	-10	9
COc1ccccc1C1=NOC(COc2ccc3c(C)cc(=O)oc3c2)C1 (centres undefined)	2.9	0	-3	1	-2	1	0.2	2	4
Cc1nn(C(=O)c2ccco2)c(C)c1Sc1ccccc1	2.6	-15	-4	-3	-9	-1	-0.2	-5	-9
COc1ccc(N(C=O)C(C(=O)Nc2c(C)cccc2C)c2ccccc2)cc1 (centres undefined)	-0.7	0	3	-3	1	-5	-0.1	-3	-6
O=C(c1cn(-c2ccccc2)nc1-c1ccc(Cl)cc1)N1CCOCC1	-0.2	-2	-1	-1	-1	2	-0.1	-2	0
CCOC(=O)N1CCC(N2CC34C=CC(O3)C(C(=O)Nc3ccc(C)cc3)C4C2=O)CC1 (centres undefined)	-0.9	11	-3	-4	17	3	0.0	-6	2
Cc1ccc(C(=O)Nc2ncc([N+](=O)[O-])s2)cc1	2.2	9	-4	-2	-5	5	0.0	0	-6
COc1ccc(NC2CCCN(C(=O)c3csc(C(C)C)n3)C2)cc1OC (centres undefined)	-1.8	-15	0	8	2	-2	0.2	-4	-3
Cc1nc2ccc(NC(=S)N3CCC(C)CC3)cc2nc1C	-0.8	-12	1	-2	-3	-5	-0.1	-1	4
COc1ccc(/C=C(\NC(=O)c2ccc(C)cc2)C(=O)N2CCCCC2)cc1	-0.6	4	7	-2	-1	-2	0.1	9	-1
O=C(COC(=O)c1cc(=O)[nH]c2ccccc12)Nc1ccc(Cl)cn1	0.5	2	-4	-1	6	-2	-0.1	0	-1
Cn1c(/C(C#N)=C/c2cccc(O)c2)nc2ccccc21	-0.2	-4	0	0	-6	0	0.2	2	-1
CC1CCN(c2nc(-c3cccnc3)nc3scc(-c4ccccc4)c23)CC1	1.9	-1	3	-5	5	-1	0.1	8	-3
CCOC(=O)C(NCCCO)c1ccccc1 (centres undefined)	-0.1	8	-2	-3	-1	1	0.0	-1	0
CC(=O)Nc1ccc(NC(=O)C(C)Sc2nc3nc(C)cc(C)n3n2)cc1 (centres undefined)	-2.3	4	2	-2	-1	2	0.0	-1	11
CC(C)C[C@H](NC(=O)c1nc[nH]c1C(=O)N1CCN(C(=O)OC(C)(C)C)CC1)C(=O)OC(C)(C)C	3.0	-1	4	-1	11	-6	-0.2	-9	7
c1ccc(Nc2ccccc2)cc1	0.8	-6	0	-8	16	0	-0.1	-6	5
O=C(/C(=C/c1ccccc1)n1cncn1)c1ccc(Cl)cc1Cl	2.0	3	-3	1	-30	0	-0.2	-2	6
COC(=O)C1(C(C[N+](=O)[O-])c2ccc(C)cc2)C(=O)NCC1c1ccco1 (centres undefined)	3.0	-8	0	-5	-2	2	0.2	-1	2
COc1ccc(CCNC(=O)COc2cc(C)cc3oc(=O)cc(C)c23)cc1	2.8	-10	0	-3	4	0	0.1	5	-4
CCOC(=O)c1oc2cc(O)c(CC)cc2c(=O)c1-c1cscn1	3.9	-5	-1	-1	12	-2	0.2	0	-22
Cc1onc(-c2ccccc2)c1C(=O)OCC(=O)N(C)c1c(N)n(Cc2ccccc2)c(=O)[nH]c1=O	-2.9	-18	1	4	16	2	0.0	-2	-12
Remaining list, next part:
SMILES	PP5 inh	ZTA counter	Fh CTSL1 inh	PP1 counter	PREPL inh	TPT1 inh	Efflux pump mplx	HCV core dimer	EBNA-1 inhibitor
C/C(=N\S(=O)(=O)c1ccc(C)cc1)NC(=S)Nc1ccc(C)cc1	-1.8	-16	0	-4	4	-3	-0.1	1	-1
Cc1cccc(-n2c(-c3ccco3)nc3nc4ccccc4nc32)c1	-1.7	-2	0	-2	3	4	-0.1	0	2
COc1cccc(-n2c(=O)c3cc(OC)c(OC)cc3n(CC(=O)Nc3cc(C)[nH]n3)c2=O)c1	1.7	11	1	-6	-2	-4	-0.1	7	3
COc1ccc(/C=N/Nc2nc(Nc3ccccc3)nc(N3CCCCC3)n2)c(OC)c1	5.5	5	0	11	3	1	-0.1	17	-11
O=C(N/N=C/c1sc(=O)n(-c2ccccc2)c1Cl)c1ccncc1	3.6	1	1	-1	-4	32*	0.0	1	10
O=C1CC(C(=O)N(c2cccc(F)c2)C(C(=O)NC2CCCC2)c2ccccn2)CS1 (centres undefined)	4.2	-19	-2	-1	13	-1	-0.1	-3	-6
CCCCCC(=O)Nc1sc(C)c(C)c1C#N	1.0	1	-2	-1	7	2	0.1	-1	6
O=C(CCCN1C(=O)c2cccc3cccc(c23)C1=O)Nc1ccon1	0.4	6	0	-6	3	0	-0.1	3	-1
Cc1cc2cc(CNC(=S)Nc3ccc(OC(F)F)cc3)ccc2[nH]1	2.9	0	0	6	-9	3	0.0	3	-2
O=C(Nc1nncs1)c1ccc(Br)c(S(=O)(=O)N2CCCC2)c1	2.9	-7	2	3	-2	2	0.2	-7	-6
CC(=O)c1ccc(NC(=O)C(C)Sc2n[nH]c(-c3cccnc3)n2)cc1 (centres undefined)	0.3	-5	0	0	3	2	0.0	4	6
CCc1ccc(-c2cc(C)no2)cc1S(=O)(=O)N1CCOc2ccc(C)cc21	2.7	-4	2	4	-2	0	0.4	-2	1
CCc1ccc2oc(-c3cc(N)cc(C)c3O)nc2c1	1.5	-13	-2	8	19	0	0.0	-4	-5
CCCCN(CC)Cc1ccc(CNC(=O)Nc2ccc(Cl)cc2)o1	1.7	1	-1	0	40	-5	0.0	-3	1
CCC(C)C1C(C#N)=C(N)Oc2n[nH]c(-c3ccccc3)c21 (centres undefined)	4.3	-10	-2	5	10	1	0.1	8	-8
CCn1c(SCC(=O)NCc2ccco2)nnc1C1CCCC1	0.6	-1	0	-3	11	-6	-0.2	-1	12
c1ccc(-c2nc(C3CCCCC3)c3sccc3n2)cc1	2.5	0	2	3	-6	0	-0.1	5	7
Cc1ccc2nc(-c3ccccc3)cc(C(=O)Nc3cccnc3)c2c1	2.9	17	.	2	4	.	-0.1	.	.
CC(NC(=O)CSc1nc2sc3c(c2c(=O)n1-c1ccccc1)CCCC3)c1ccccc1 (centres undefined)	1.6	10	-5	-3	6	2	0.3	10	-2
CCC(=O)N1CCc2cc(Br)cc(S(=O)(=O)Nc3c(C)n(C)n(-c4ccccc4)c3=O)c21	1.3	1	1	-4	-3	-2	0.0	3	2
Cc1[nH]c2ccccc2c1Cc1nnc(SCCC#N)o1	3.2	-7	-1	0	-3	-4	0.2	0	-7
CSc1ncccc1C(=O)OCC(=O)NC1CCCC1	1.5	-2	.	-4	2	.	-0.4	.	.

Compounds listed so far containing fluorine (two):
SMILES	PP5 inh	ZTA counter	Fh CTSL1 inh	PP1 counter	PREPL inh	TPT1 inh	Efflux pump mplx	HCV core dimer	EBNA-1 inhibitor
O=C1CC(C(=O)N(c2cccc(F)c2)C(C(=O)NC2CCCC2)c2ccccn2)CS1 (centres undefined)	4.2	-19	-2	-1	13	-1	-0.1	-3	-6
Cc1cc2cc(CNC(=S)Nc3ccc(OC(F)F)cc3)ccc2[nH]1	2.9	0	0	6	-9	3	0.0	3	-2

An excerpt, so the mix of outcomes need not match the whole.
